# HCV NS3 hel inh: inhibitors of HCV NS3 helicase, primary screen, biochemical, Cy5 molecular beacon fluorescence; Hepatitis C virus NS3 helicase; NS3 helicase DNA unwinding; inhibition, % at 10.9 µM; 290,000 compounds, 0.56% hits; AID 1800, 2009;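 active = inhibition above the mean of all tested compounds plus 3 SD, set per campaign, cut at about 35% in these data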;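 note: 0% = DMSO wells and 100% = thioflavine S control wells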
#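 Assay system: hepatitis C virus NS3 helicase domain fragment enzyme. Also added: annealed dual-labelled DNA beacon duplex, ATP-started. Timing: 1 h reaction at 25 °C, ATP-initiated. Technique: Cy5 fluorescence at 0 and 60 min, beacon hairpin quenching. Evaluation: % inhibition of unwinding. Replication: one well per compound.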
# MEKK2mut PB1 HTS: MEK5 binding signal on mutant MEKK2 PB1, primary screen, biochemical, multiplex bead flow cytometry, Alexa488-MEK5; Alexa488-MEK5 binding to MEKK2 mutant; percent response, % at 10 µM; 290,000 compounds, 0.35% hits; AID 1530, 2009; in the data active = percent response above about 24%, passing the limit was not always enough; note: inactives centre near 1; some results filed as inactive read as strong as hits; reference of the scale not given here
# SUMO HTRF inh: inhibitors of in vitro SUMOylation cascade, primary screen, biochemical, HTRF, uHTS | SUMO-conjugating enzyme UBC9 (Homo sapiens), P63279 | HTRF SUMOylation assay, SAE1/SAE2 + UBC9 | inhibition, % at 35 µM | 290,000 compounds, 0.36% hits; in the data active = inhibition above about 50%, passing the limit was not always enough; note: strong numbers were not always called active
# Target sequence (P63279 whole entry, looked up): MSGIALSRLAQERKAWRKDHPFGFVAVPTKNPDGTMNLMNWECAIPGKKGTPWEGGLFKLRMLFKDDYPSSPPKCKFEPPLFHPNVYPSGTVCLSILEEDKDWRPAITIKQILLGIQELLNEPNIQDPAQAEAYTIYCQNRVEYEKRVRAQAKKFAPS
# GalR3 antag: GalR3 antagonists in HEK293 cells, primary screen, cell-based, fluorescence readout; AID 651719, 2012; inhibition, % at 3 µM; 360,000 compounds, 0.44% hits; HEK293 GalR3-CNG cAMP membrane potential fluorescence; galR3 body fused to GalR1 C-terminus;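 active = inhibition above the screen-wide average plus 3 SD, cut at about 13% in these data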;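 note: forskolin and galanin both at EC90 stimulate the cells; cAMP rise reported by CNG channel membrane potential dye signal; 0% = forskolin plus galanin with DMSO and 100% = forskolin alone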
# Target sequence (O60755 1-299 limits assumed): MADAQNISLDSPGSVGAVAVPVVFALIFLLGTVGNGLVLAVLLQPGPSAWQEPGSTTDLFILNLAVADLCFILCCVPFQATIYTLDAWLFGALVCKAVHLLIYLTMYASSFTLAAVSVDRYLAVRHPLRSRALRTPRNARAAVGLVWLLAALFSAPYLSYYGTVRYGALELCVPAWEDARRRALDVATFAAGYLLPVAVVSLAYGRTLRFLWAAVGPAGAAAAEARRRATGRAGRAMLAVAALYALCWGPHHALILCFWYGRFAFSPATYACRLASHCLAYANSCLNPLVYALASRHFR
# CRFR2-BP ag: agonists of CRF-BP/CRF-R2 complex, primary screen, cell-based, HEK293, calcium dye fluorescence, uHTS | CRF-binding protein / CRF receptor 2 complex (human) | calcium dye fluorescence (FLIPR); percent of saturating CRF peptide response | activation, % at 13.2 µM | 350,000 compounds, 0.46% hits | AID 588473, 2011;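 active = activation of at least 50%, plus an integration ratio under a set limit after plate pattern correction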;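 note: plate controls were neutral control wells without compound for no effect and CRF at EC100 for full effect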
# DNA FID counter: compounds displacing fluorescent DNA intercalator, primary screen, artefact control for HCV NS3 helicase inhibitor project, biochemical, FID fluorescence | 290,000 compounds, 0.17% hits | DNA fluorescent intercalator displacement | inhibition, % at 7.9 µM; in the data active = inhibition above about 37%;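 note: 0% = vehicle and 100% = reference compound; higher means more ethidium bromide displaced from hairpin DNA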
# CRFBP-R2 block: antagonists of CRF-BP/CRF-R2 complex, primary screen, cell-based, HEK293, calcium dye fluorescence, uHTS; CRF-induced calcium fluorescence; inhibition, % at 11.8 µM; AID 588475, 2011; 350,000 compounds, 0.59% hits;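 active = inhibition of the ligand-induced calcium signal above about 50% at the single tested concentration, limit read from the data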
# MEKK2 WT-MEK5: modulators of MEK5 binding to wildtype MEKK2, primary screen, biochemical, multiplex bead flow cytometry, Alexa488-MEK5. Mitogen-activated protein kinase kinase kinase 2 (Homo sapiens), Q9Y2U5. Alexa488-MEK5 binding to MEKK2 WT; actives lie on both sides. binding response (% of control), % at 10 µM. 290,000 compounds, 1.1% hits. AID 1531, 2009; in the data active = binding response below about 67% or above about 130%
# MEKK3 PB1 HTS: modulators of MEKK3-MEK5 PB1 binding, primary screen, biochemical, wildtype MEKK3, multiplex bead flow cytometry, Alexa488-MEK5. bead-based flow cytometry, Alexa488-MEK5 binding to MEKK3; actives lie on both sides; 0 = blocked by unlabeled MEK5, 100 = vehicle. 290,000 compounds, 1.4% hits. binding response (% of control), % at 10 µM;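 active = binding response more than 3 SD above or below the average of its plate-row segment, actives on both sides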;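 note: Alexa488 bead fluorescence after subtracting the streptavidin-only scavenger bead signal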
# Target sequence (Q99759 whole entry, looked up): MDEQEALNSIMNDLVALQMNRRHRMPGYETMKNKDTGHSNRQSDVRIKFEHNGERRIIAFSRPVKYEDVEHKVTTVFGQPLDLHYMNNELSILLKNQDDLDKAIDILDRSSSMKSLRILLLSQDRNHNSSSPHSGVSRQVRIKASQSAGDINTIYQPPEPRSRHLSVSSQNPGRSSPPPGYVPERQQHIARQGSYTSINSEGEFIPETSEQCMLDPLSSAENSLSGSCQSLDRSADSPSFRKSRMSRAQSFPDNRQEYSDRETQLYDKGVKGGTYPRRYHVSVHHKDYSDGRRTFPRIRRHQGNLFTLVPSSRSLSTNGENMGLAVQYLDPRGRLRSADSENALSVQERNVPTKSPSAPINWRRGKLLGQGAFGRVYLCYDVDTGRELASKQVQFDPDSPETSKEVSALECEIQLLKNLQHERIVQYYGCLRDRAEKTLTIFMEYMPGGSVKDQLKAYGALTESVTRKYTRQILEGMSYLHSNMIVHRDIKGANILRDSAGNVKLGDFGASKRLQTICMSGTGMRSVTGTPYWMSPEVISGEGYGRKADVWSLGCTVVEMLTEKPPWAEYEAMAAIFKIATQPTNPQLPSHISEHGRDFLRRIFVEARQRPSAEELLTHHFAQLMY
# * = called active by the depositor; . = no result given. The list is partial; the hit share may differ from the screen's.
SMILES,HCV NS3 hel inh,MEKK2mut PB1 HTS,SUMO HTRF inh,GalR3 antag,CRFR2-BP ag,DNA FID counter,CRFBP-R2 block,MEKK2 WT-MEK5,MEKK3 PB1 HTS
O=C(CCC1COc2ccccc2O1)Nc1ncccc1O (stereo not drawn),-1,-5,-16,-3,-0.4,-4,6,94,89
CCOC(=O)c1ccc(NC(=O)CCC(CC)C(=O)O)cc1 (stereo not drawn),-4,7,-2,-5,1.5,-4,5,108,106
COc1ccc(Cl)cc1N(CC(=O)N1CCCC1)S(=O)(=O)c1ccc(C)cc1,-4,2,5,-6,5.8,-35,-8,101,103
COc1ccc(S(=O)(=O)Cc2ccc(C(=O)N3CCC(C(N)=O)CC3)o2)cc1,-4,4,3,-1,-0.8,-2,-1,110,101
CCN(CC)S(=O)(=O)c1ccc(NC(=O)Cc2cccs2)cc1,10,5,15,-5,2.1,-12,-26,104,102
C[n+]1cccc(/C=N/NC(=O)CC23CC4CC(CC(C4)C2)C3)c1,-1,1,-8,-1,-2.4,8,-3,102,103
CCOc1ccc(NC(=S)N2CCC(c3nc4ccccc4[nH]3)CC2)cc1,0,2,19,-8,-1.1,-1,-5,105,104
O=C(O)C1CC=CCC1C(=O)NCCc1csc(-c2ccccc2)n1 (stereo not drawn),-1,7,8,.,-0.7,-12,11,107,118
COc1ccccc1N1CCN(C(=O)c2cc(-c3ccc(F)cc3)[nH]c2C)CC1,-12,12,-11,-7,-0.3,-44,-9,105,107
COC(=O)c1ccccc1NC(=O)C1CCN(S(=O)(=O)c2cc(OC)ccc2OC)CC1,-5,-3,14,-1,-2.7,-37,5,98,101
Cc1nc(SCCc2ccccc2)[nH]c(=O)c1C,3,11,8,.,0.6,-9,-5,106,103
Cc1cccc(C(=O)c2cnc3ccccc3c2-c2ccccc2)c1,-6,1,-9,-4,-1.8,-25,43,110,107
CCC(CC)Nc1ccc(C(CC(N)=O)NC(=O)Cc2ccc(Br)cc2)cc1[N+](=O)[O-] (stereo not drawn),.,5,17,-4,0.7,.,-2,94,97
COc1cc2c(cc1NC(=O)C(c1ccccc1)c1ccccc1)CCCC2,-5,0,-8,-3,1.0,-19,14,104,106
COc1ccc(-n2c(=S)[nH]c3cc(C(=O)Nc4cccc(C)c4)ccc3c2=O)cc1,-5,-1,-3,-6,1.0,-6,21,105,155*
Cc1ccc(S(=O)(=O)N2CCCCC2)cc1NC(=O)CSc1ncnc2ccccc12,-9,4,-28,-9,1.5,-22,42,109,111
COc1ccc(C(=O)N2CCOCC2)cc1S(=O)(=O)N1CCCc2ccccc21,-3,-1,0,-4,1.0,-13,-3,95,101
Cc1cccc(C)c1NC1=NC(=S)N(c2ccc(N(C)C)cc2)C1(C)C,2,.,28,2,-3.8,-11,26,.,.
O=c1c2ccccc2c(-c2ccccc2)nn1Cc1ccc(Cl)cc1,1,10,8,0,3.7,0,15,96,104
COc1ccc(NC(=O)CCN2CCN(C/C=C/c3ccccc3)CC2)cc1,-8,0,2,-3,0.4,12,4,111,105
Cc1cc(C)n(-c2nc3nonc3nc2Nc2cccc(C)c2C)n1,-12,.,15,2,2.9,2,-13,.,.
COc1ccc(CC2(CO)CCN(Cc3ccc4nsnc4c3)CC2)cc1,-3,-6,-4,-4,-1.6,16,-7,102,104
O=C1NC2(CCCCCC2)C(=O)N1Cc1cccc([N+](=O)[O-])c1,-6,-3,-5,-9,0.8,3,-7,102,99
COC(=O)[C@@]1(Cc2ccc(OC)cc2)[C@H]2c3cc(C(=O)N4CCCC4)n(CCO)c3C[C@H]2CN1C(=O)c1ccccc1,1,5,16,0,-2.1,-53,-1,100,110
COc1ccc(N2CCN(CCNC(=O)c3c(C)cc(=O)oc3C)CC2)cc1,-3,7,2,-6,1.5,2,-10,109,106
SMILES,HCV NS3 hel inh,MEKK2mut PB1 HTS,SUMO HTRF inh,GalR3 antag,CRFR2-BP ag,DNA FID counter,CRFBP-R2 block,MEKK2 WT-MEK5,MEKK3 PB1 HTS
O=C(Nc1cccc(Cl)c1)Nc1ccccc1-n1ccnc1,-10,6,5,-3,2.6,-3,-5,104,107
COc1ccc(C(=O)Nc2nc(-c3ccc([N+](=O)[O-])cc3)c(-c3ccc(OC)cc3)s2)cc1,-3,7,18,0,46,0,-67,112,104
CC(C)=CC(=O)Nc1ccc(S(=O)(=O)Nc2onc(C)c2C)cc1,-7,4,-3,-6,-0.6,-8,6,107,108
Cc1csc(NC(=O)c2c(-c3c(Cl)cccc3Cl)noc2C)n1,-1,-6,-1,-5,1.3,-8,-4,86,91
COCCCn1c(=O)cc(C)[nH]c1=S,-2,17,2,-7,3.1,-7,-8,104,103
O=[N+]([O-])c1cccnc1N1CCC(c2cc(-c3ccc(Cl)cc3Cl)n[nH]2)CC1,-15,4,-20,-4,-1.1,-6,-23,110,105
O=C(O)C1CCN(C(=O)NC2CCCCC2)CC1,-38,9,16,1,-0.5,5,-2,105,106
CCc1ccc(N(CC(=O)NC2CCCC2)C(=O)CCC(=O)Nc2cc(C)on2)cc1,9,3,8,-10,0.1,-54,29,100,100
O=C(CN1CCCC1)N1c2ccccc2Sc2ccccc21,-5,21,-12,0,-2.0,0,-21,95,108
COc1ccc(Sc2ncnc3onc(C)c23)cc1,10,-13,6,-6,-0.3,-1,10,90,96
COc1ccc(N(C(=O)CSCC(=O)Nc2cc(C)on2)C(C(=O)NC2CCCCC2)c2ccc(O)c(O)c2)cc1 (stereo not drawn),6,-1,2,-4,-2.6,-32,11,98,100
O=C(O)c1cc(NS(=O)(=O)c2ccc3ccccc3c2)ccc1O,32,4,16,-10,-1.0,-17,2,109,106
CCCCNC(=O)CN1C(=O)C(CC)Oc2ccc(Cl)cc21 (stereo not drawn),2,5,18,-10,-1.7,-12,45,102,98
CCOC(=O)c1cnn(CCOC(=O)c2ccccc2F)c1NC(=O)c1ccccc1F,-9,-3,3,1,-1.9,-14,14,92,94
CCOC(=O)CC1C(=O)NCCN1C(=O)COc1ccc(C(C)(C)C)cc1 (stereo not drawn),-7,1,-7,1,-0.4,-30,-1,104,103
Cc1cc(C)n(-c2cccc(CN(C)Cc3nc(-c4cnccn4)no3)c2)n1,-3,-6,3,-2,-0.4,-24,14,96,107
COC(=O)COc1ccc(-n2cnnn2)cc1,-7,-5,14,-4,-3.6,3,-10,91,94
O=C(NCc1ccccc1)C(c1ccccc1)N(C(=O)c1csnn1)C1CCCC1 (stereo not drawn),-8,-4,-14,-9,2.5,-35,-2,96,104
CC(=O)N(CN1C(=O)c2ccccc2C1=O)c1ccccc1,-3,0,19,-2,0.6,-5,-21,101,99
CCOC(=O)c1oc2ccc(S(=O)(=O)Nc3ccc4c(c3)n(C)c(=O)n4C)cc2c1C,-11,-1,-11,-2,-0.1,-7,-4,99,99
c1ccc(CCCc2nc(-c3ccccn3)no2)cc1,-1,3,-4,-10,-0.1,-7,12,103,103
CC1=NN(S(=O)(=O)c2ccc(Cl)cc2Cl)C(=O)c2ccccc2O1,-1,4,17,-4,0.9,-22,-9,107,109
CCCC(=O)NNc1cc(=O)c2c(=O)n(C)c(=O)n(C)c2[nH]1,-3,-5,14,1,-0.8,-5,-15,100,100
COc1ccc(OC)c(S(=O)(=O)N2CCC(C(=O)Nc3cc(C)ccc3C)CC2)c1,-2,5,-8,-13,-2.1,-19,16,110,112
COc1cc(C)c(CN2CCC(Oc3ccc(C(=O)N4CCCC4)cc3)CC2)cc1C,-4,11,8,-1,3.2,6,-15,114,106

# Record cards, from the list above.
# COc1ccc(OC)c(S(=O)(=O)N2CCC(C(=O)Nc3cc(C)ccc3C)CC2)c1 in the list: HCV NS3 hel inh: -2; MEKK2mut PB1 HTS: 5; SUMO HTRF inh: -8; GalR3 antag: -13; CRFR2-BP ag: -2.1; DNA FID counter: -19; CRFBP-R2 block: 16; MEKK2 WT-MEK5: 110; MEKK3 PB1 HTS: 112
# Cc1csc(NC(=O)c2c(-c3c(Cl)cccc3Cl)noc2C)n1 in the list: HCV NS3 hel inh: -1; MEKK2mut PB1 HTS: -6; SUMO HTRF inh: -1; GalR3 antag: -5; CRFR2-BP ag: 1.3; DNA FID counter: -8; CRFBP-R2 block: -4; MEKK2 WT-MEK5: 86; MEKK3 PB1 HTS: 91

# (further entries)
SMILES,HCV NS3 hel inh,MEKK2mut PB1 HTS,SUMO HTRF inh,GalR3 antag,CRFR2-BP ag,DNA FID counter,CRFBP-R2 block,MEKK2 WT-MEK5,MEKK3 PB1 HTS
C#CCOCCOCCOCCNc1nc(N2CCN(C(=O)C([C@@H](C)CC)n3cc(C(N)Cc4ccc(O)cc4)nn3)CC2)nc(N2CCN(C(=O)[C@H](CCC(=O)O)n3cc(C(N)CC(C)C)nn3)CC2)n1 (stereo partly drawn),-31,6,-5,-5,0.5,16,-2,99,100
Nc1c(S(=O)(=O)c2ccccc2)c2nc3ccccc3nc2n1CCN1CCOCC1,7,-1,12,-5,0.0,-12,-10,97,96
CCCC(C)C(=O)Nc1ccc(F)c(Cl)c1 (stereo not drawn),13,3,14,-5,-0.7,-11,-3,104,99
O=C(Cc1cccc2ccccc12)Nc1c(F)cccc1F,-12,1,5,-8,-2.9,-2,21,101,101
Cc1occc(=O)c1OC(=O)Nc1ccccc1,-4,0,-6,-4,-0.6,1,-7,102,102
COC(=O)c1ccc(N2CCN(C)CC2)c(NC(=O)c2cccs2)c1,7,-1,8,-8,0.0,1,-4,98,100
Cc1ccc(S(=O)(=O)Nc2cccc(-c3ccc(N4CCCCCC4)nn3)c2)c(C)c1,-15,-2,-6,-4,1.5,-20,-5,97,97
CN(C)CC(=O)c1ccc(-c2ccccc2)cc1,15,10,5,-6,-2.1,4,23,118,108
CCOC(=O)C1=C(C)N(c2ccccc2)C(=O)C1,-3,2,6,-4,4.5,-12,-2,100,93
O=C(CSc1nnnn1-c1ccccc1)Nc1ccccc1,-14,6,19,-8,-0.2,-3,0,105,103
CC1CC(C)CN(C(=O)C2CCN(S(=O)(=O)c3cccs3)CC2)C1 (stereo not drawn),-11,1,-12,-9,-0.5,-30,-11,98,101
O=C(NCc1n[nH]c(=S)n1-c1ccccc1)c1ccc(S(=O)(=O)N2CCCCC2)cc1,-9,-5,6,-2,-0.2,-23,12,97,103
Cc1ccccc1CN1CCN(CC(=O)NCc2ccc3c(c2)OCO3)C1=O,5,7,25,-5,-0.1,-18,6,112,105
O=C(NCCn1cc(SCc2ccccc2F)c2ccccc21)c1c(F)cccc1F,-15,-5,-30,.,0.8,-19,9,96,106
CCC(C)(C)NC(=O)COc1ccc(OCc2ccccc2)cc1,-5,-2,6,-7,-0.5,-32,7,101,97
COc1ccccc1NC(=O)CN1C(=O)CSC(C)C1=O (stereo not drawn),2,0,0,-2,-2.3,-4,16,96,79
CCCCC(=O)Nc1ccc(C(=O)NCC(=O)OC)cc1,-6,0,-4,-3,-0.3,1,-4,96,92
CN(C)c1nnnn1Cc1ccccc1,7,-8,2,4,-1.5,-2,17,100,106
COCCNC(=O)Cn1c(=O)n(C)c2ccccc21,-4,2,6,-2,-1.7,2,2,98,99

# Source: PubChem BioAssay (several laboratories)
